Compound activity: PubChem, National Center for Advancing Translational Sciences (NCATS)
IMPase Li cell: membrane-permeable IMPase blocker, potentiated with lithium. CHO-M1 cells, IP1 TR-FRET (IP-One), carbachol + lithium. Potency, µM (series often up to 59.4 µM), for inactives: at the highest dose activity, negative = IMPase inhibition, actives largely listed as inhibitors. 210,000 tested, 0.35% active;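 further: IP1 builds up when IMPase is blocked and the TR-FRET signal falls; plate controls were basal vehicle for no effect and high inhibitor control for full effect; nearly all actives have a fitted effect of over 50% in size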
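IP1 accumulation measured by competitive TR-FRET in lysed CHO-M1 cells after 30 min compound exposure at 37C, with a small lithium addition to potentiate weak responses. Hill-equation AC50 from ratio and donor-channel data.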
GAA glycogen mod: alters human alpha-glucosidase cleavage of glycogen | P10253 | recombinant GAA, glycogen substrate, Amplex Red glucose oxidase fluorescence | Potency, µM (highest dose often 76.4 µM), for inactives: top-dose activity change, negative = inhibition, most hits filed as inhibitors | 300,000 tested, 0.38% active;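 further: 0% = full enzyme reaction and -100% = no-enzyme basal signal; the screen sought inhibitors and activators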
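Recombinant enzyme (4 nM final) with compounds titrated up to 77 uM and bovine liver glycogen (30 ug) in citrate pH 5.0, 0.01% Tween-20, 37 C 40 min. Released glucose detected by Amplex Red/glucose oxidase (Ex 573/Em 610); AC50 from Hill fits.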
aGlu spleen mod: inhibitors or activators of human alpha-glucosidase in spleen homogenate; P10253; human spleen homogenate, 4-MU-alpha-glucoside fluorescence; Potency, µM (titrated, usually from 79.9 µM), for the others: at the highest dose activity change, negative = inhibition, hits mostly inhibitors; 240,000 tested, 0.006% active; AID 2112;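 further: 0% = enzyme with vehicle and -100% = no enzyme basal signal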
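Enzyme source: human spleen homogenate, 1 ug/well. Buffer 50 mM citric acid/K phosphate pH 5.0, 0.01% Tween-20. 4-MU-alpha-glucoside 1 mM; 37 C x 40 min; NaOH/glycine stop; fluorescence.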
HttQ103 aggreg: inhibitors of mutant huntingtin aggregate formation in PC12 cells. 220,000 tested, 1.1% active. PC12 HttQ103-GFP aggregates, Acumen cytometry, 40 h. Potency, µM (highest dose often 46.1 µM), without a hit: at the highest dose activity change, negative = inhibition, usual class: inhibitors; further: on the % scale 0 is the no-effect control and ±100 the full control effect; nearly all actives have a fitted effect of over 60% in size
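Aggregates are detected as GFP objects 1–25 µm with signal 6 STDEV over background in lysates of induced PC12 cells. These carry Huntingtin exon 1 with 103 glutamines fused to GFP under an ecdysone promoter; compounds titrated.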
GoLoco inh red: inhibitors of human Gai1-RGS12 GoLoco interaction (red fluorophore); P63096; Gai1:RGS12 GoLoco peptide FP, rhodamine, 10 min; Potency, µM (doses to about 61.6 µM), for the others: top-dose activity, negative = inhibition, most hits filed as inhibitors; 230,000 tested, 0.44% active; AID 880; active means well fitted inhibition curve with a large enough effect, not every such curve was filed as active; inactive means no such curve, though single readings can be large or run the other way; further: on the % scale 0 is the no-effect control and ±100 the full control effect; nearly all actives have a fitted effect of over 30% in size; many of its hits are not listed in these tables
Target sequence (P63096 whole entry, looked up): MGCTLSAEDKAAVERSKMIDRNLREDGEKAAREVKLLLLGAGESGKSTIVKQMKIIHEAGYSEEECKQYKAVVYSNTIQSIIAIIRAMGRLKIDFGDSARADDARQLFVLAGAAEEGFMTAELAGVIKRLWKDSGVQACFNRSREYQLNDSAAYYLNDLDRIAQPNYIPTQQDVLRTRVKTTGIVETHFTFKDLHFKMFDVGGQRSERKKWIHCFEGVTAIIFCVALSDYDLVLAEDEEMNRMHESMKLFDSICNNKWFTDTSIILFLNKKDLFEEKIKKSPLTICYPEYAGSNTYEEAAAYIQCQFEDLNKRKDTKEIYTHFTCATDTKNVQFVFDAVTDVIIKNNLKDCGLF
GAA inh: inhibitors of human lysosomal alpha-glucosidase | P10253 | purified human GAA, 4-MU-alpha-glucoside fluorescence | Potency, µM (titrated, usually from 76.9 µM), for the others: top-dose activity change, negative = inhibition, actives largely listed as inhibitors | 200,000 tested, 0.005% active | AID 1466;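 further: plate controls were uninhibited enzyme wells for no effect and no-enzyme background for full effect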
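AC50 values come from Hill fits of compound titrations (up to 77 uM) against 4 nM human enzyme. Substrate 4-methylumbelliferyl-alpha-D-pyranoside at 400 uM, pH 5.0 citrate buffer, 20 min room temperature; fluorescence Ex 365/Em 440 after alkaline stop.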
HTT ATP protect: protects HTT-Q103 PC12 cells, measured by ATP | PC12 HTT-Q103 induced, cytoprotection, ATP luminescence, 40 h | Potency, µM (titrated, usually from 56.4 µM), inactives show cytoprotection (ATP increase), most hits filed as activators | 230,000 tested, 0.14% active;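 further: % of control where 0% means no effect; nearly all actives have a fitted effect of over 45% in size; toxic huntingtin expression switched on by the ecdysone agonist tebufenozide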
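Rat PC12, Q103 Htt exon1-GFP fusion, ecdysone promoter; tebufenozide inducer 100 nM final; compound titration; qHTS, 1500 cells/well; ATPlite luminescent read.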
* marks the source's active call; other numbers are inactive results; ? = inconclusive; . = not tested or not shown; [ ] = dose if it differs, or a comment. Unless noted, the call rests on the fitted dose curve; in most records, active means well fitted curve in the direction sought with a large enough effect; inconclusive means small, poorly fitted or top-dose-only effect, or another doubt; inactive means no such curve, though single readings can be large; an effect the other way counts as inactive or inconclusive. Potency means the concentration at half of the fitted maximal effect. The list is partial; rates above refer to the full screens.

no. | structure | IMPase Li cell | GAA glycogen mod | aGlu spleen mod | HttQ103 aggreg
1 | Nc1nc(Nc2ccccc2)sc1C(=O)c1ccccc1 | . | -5% | -18% | 16%[9.22 µM]
2 | Cc1cc(C(=O)NNc2ccc(F)cc2)no1 | . | ? | 0% | -6%[9.22 µM]
3 | Cc1oc(-c2cccs2)nc1CN1CCN(C(C)C)C(CCO)C1 (centres undefined) | 6% | 16% | 4% | -7%
4 | CN1CCN(c2ncc3nc(-c4ccccc4)c(=O)n(CCC#N)c3n2)CC1 | -6% | . | 6% | .
5 | CC(C)(C)c1ccc([C@@H](O)CCCN2CCC(C(O)(c3ccccc3)c3ccccc3)CC2)cc1 | 5% | . | 2%[29.1 µM] | .
6 | O=C(O)COc1ccccc1/C=N/NC(=O)c1ccc(F)cc1 | 8% | -2% | 4% | -12%
7 | Cc1c(C(=O)c2cccc(F)c2)c2ccccn2c1CCC#N | 18% | -12% | . | ?
8 | Cc1ccc(SCCC(=O)NC(C)(C)C)cc1 | 5% | 4% | -11% | 3%
9 | COc1ccc(CN2CCOCC2)c(C)c1C | 17%[38.3 µM] | 4% | -3% | 0%
10 | COC(=O)C1C(O)=C(C=NC2CCCCC2)C(=O)CC1(C)C (centres undefined) | -10%[38.3 µM] | 10% | -2% | ?
11 | Cc1[nH]n(-c2ccc([N+](=O)[O-])cc2)c(=O)c1C=NCCN1CCN(C(=O)C(C)C)CC1 | -6% | 6% | 0% | -7%
12 | CCN(CC(=O)NCc1ccc(Cl)cc1)CC(=O)Nc1ccc(C(N)=O)cc1 | 8% | -4% | -3% | 8%
13 | CCn1c(N)c(Br)c(=O)[nH]c1=O | 0% | -7% | -2% | 20%
14 | CCCCc1cc(=O)oc2c(CN(C)C)c(O)c(Cl)cc12 | ? | -1% | ? | -8%
15 | CCN(CCn1cccn1)Cc1cn[nH]c1-c1cccc2ccccc12 | . | -6% | -3% | -25%[9.22 µM]

no. | GoLoco inh red | GAA inh | HTT ATP protect
1 | 4% | . | ?
2 | 2% | -6% | -14%[10 µM]
3 | 1% | -4% | 13%
4 | 5% | . | ?
5 | -2%[21.6 µM] | . | ?
6 | 7% | 1% | -52%[inhibitor]
7 | 1% | -2% | -39%[inhibitor]
8 | 6% | 2% | -14%[10 µM]
9 | 4% | -4% | 13%
10 | 4% | 5% | -7%
11 | 11% | 0% | -94%[inhibitor]
12 | 16% | ? | 13%
13 | -10% | 4% | 11%[10 µM]
14 | 4% | ? | -11%
15 | -6% | . | -3%[10 µM]

Record cards, from the list above. Order of screens: IMPase Li cell	GAA glycogen mod	aGlu spleen mod	HttQ103 aggreg	GoLoco inh red	GAA inh	HTT ATP protect
COC(=O)C1C(O)=C(C=NC2CCCCC2)C(=O)CC1(C)C (centres undefined) is listed as -10%[38.3 µM]	10%	-2%	?	4%	5%	-7%
CC(C)(C)c1ccc([C@@H](O)CCCN2CCC(C(O)(c3ccccc3)c3ccccc3)CC2)cc1 is listed as 5%	.	2%[29.1 µM]	.	-2%[21.6 µM]	.	?
O=C(O)COc1ccccc1/C=N/NC(=O)c1ccc(F)cc1 is listed as 8%	-2%	4%	-12%	7%	1%	-52%[inhibitor]

Next records follow:
no. | structure | IMPase Li cell | GAA glycogen mod | aGlu spleen mod | HttQ103 aggreg
16 | COc1cc(N=C(N)N=C(N)N)c2ncccc2c1 | -4% | . | . | .
17 | Cc1sc2nc3n(c(=O)c2c1C)Cc1ccccc1-3 | 8%[38.3 µM] | -5% | 2% | 5%
18 | Cn1cccc1/C=C(\C#N)C(N)=S | . | 2% | 5% | -9%[9.22 µM]
19 | Cc1ccc2c(c1)N(CCCC(=O)NCc1cccnc1)C(=O)CO2 | 1% | -7% | -5% | -2%
20 | COc1ccc(S(=O)(=O)NN(C)c2ncc(C(F)(F)F)cc2Cl)cc1 | 1% | -17% | 6% | 24%
21 | CCSc1nnc(NC(=O)c2cc(-c3ccc(C)c(C)c3O)n[nH]2)s1 | 5% | 14% | 1% | -1%
22 | CNC(=S)NNC(=O)c1sccc1OCc1ccc(Cl)cc1Cl | 11%[38.3 µM] | -1% | 2% | 9%
23 | O=C(OCC(COC(=O)c1ccccc1)(COC(=O)c1ccccc1)COC(=O)c1ccccc1)c1ccccc1 | 9% | . | -2% | .
24 | CC(C)CCNC(=O)C(c1ccco1)N(Cc1cccs1)C(=O)Cn1nnc2ccccc21 (centres undefined) | 19%[38.3 µM] | 3% | -16% | 2%
25 | CCOc1ccc(CN(C(=O)c2cc3ccccc3oc2=O)C2CCS(=O)(=O)C2)cc1 (centres undefined) | . | -4% | 1% | -18%[9.22 µM]
26 | CCCCn1c(=O)[nH]c(=O)c2c1nc(-c1ccc(C#N)cc1)n2C1CCCC1 | -9%[38.3 µM] | 0% | 11% | 3%
27 | Cc1cc(C)c(C#N)c(SCc2cn3c(C)cccc3n2)n1 | -13% | 5% | 2% | 0%
28 | CC1=[N+](C)c2ccc3ccccc3c2C1(C)C | 6% | -8% | -7% | ?
29 | C[N@+]1(CCC(=O)c2ccccc2)CC[C@H]2CC[C@H](C2)C1 | -4% | . | . | .
30 | CCOC(=S)SCC(=O)Nc1nc(-c2ccc(Br)cc2)cs1 | 10% | 7% | -9% | 4%

no. | GoLoco inh red | GAA inh | HTT ATP protect
16 | 3%[14.2 µM] | . | 3%[10 µM]
17 | 2% | 6% | -4%
18 | 10% | . | 19%[10 µM]
19 | 7% | -1% | -43%[inhibitor]
20 | 2% | -4% | -25%
21 | 4% | -11% | 31%[10 µM]
22 | 5% | -1% | -13%
23 | 2% | . | -2%
24 | 7% | ? | -34%
25 | -1% | . | 0%[10 µM]
26 | 17% | 15% | -19%
27 | -9% | -3% | 13%[10 µM]
28 | 165%[activator] | 15% | .
29 | -32%[14.2 µM] | . | -11%[10 µM]
30 | 1% | -2% | -45%[inhibitor][10 µM]

Remaining list, next part.
no. | structure | IMPase Li cell | GAA glycogen mod | aGlu spleen mod | HttQ103 aggreg
31 | CCN(CC)CCNC(=O)c1ccc(CS(=O)(=O)c2ccc(Br)cc2)o1 | 13% | 3% | 0% | -21%
32 | O=C(CN1CCN(Cc2ccccc2)CC1)N=Nc1c(O)[nH]c2ccccc12 | 4% | -5% | -18% | 9%
33 | CCc1ccccc1NC(=O)CN(C)C(=O)Cn1cc(C(F)(F)F)cc(Cl)c1=O | 0% | -2% | -11% | 2%
34 | CC1(c2ccc(Cl)cc2)NC(=O)N(CC(=O)NC(=O)NCc2ccco2)C1=O (centres undefined) | 25%[38.3 µM] | 6% | 2% | 11%
35 | O=c1c(S(=O)(=O)c2ccc(Cl)cc2)cn(Cc2ccccc2F)c2ccc(F)cc12 | -1% | 8% | -13% | -9%
36 | CCCCn1c(SCC(=O)NC(C)CC)nc2ccc(N3CCOCC3)cc2c1=O (centres undefined) | 11µM* | 0% | -2% | ?
37 | C=CCn1c(SCC(=O)c2cc(C)n(CC3CCCO3)c2C)nnc1-c1ccccc1 (centres undefined) | 8%[38.3 µM] | 0% | 0% | 3%
38 | COc1ccc(Nc2ncnc3scc(-c4ccc(OC)cc4)c23)cc1 | -7% | -4% | 13% | ?
39 | O=C(O)[C@H]1CCCC[C@@H]1c1c2ccc(=O)c(O)c-2oc2c(O)c(O)ccc12 | 2% | . | . | .
40 | COc1ccc(NC(=O)c2cc(-c3ccccc3)oc2C)cc1 | 4% | -7% | -3% | 14%
41 | COc1ccc(/C=N\NC(=O)c2cc(O)c(O)c(O)c2)cc1CN1CCN(c2ccc(F)cc2)CC1 | 30% | ? | -4% | 19%
42 | COc1ccc(CN(C)CC(=O)Nc2cccc(S(N)(=O)=O)c2)c(OC)c1OC | 10% | -5% | -11% | 42%
43 | CC(C)(C)C(=O)NC(NC(=O)C(C)(C)C)c1ccc([N+](=O)[O-])cc1 | 4% | 0% | -6% | 8%
44 | Cc1ccc(-c2noc(CN(C(=O)CCCCCN3C(=O)c4ccccc4C3=O)C(C)C)n2)cc1 | 17%[38.3 µM] | -9% | -4% | ?
45 | Cn1cnnc1SCC(=O)NCc1ccccc1 | -2% | 14% | 0% | 5%

no. | GoLoco inh red | GAA inh | HTT ATP protect
31 | 1% | 1% | 6%
32 | 0% | -2% | 10%[10 µM]
33 | 1% | ? | .
34 | 10% | -6% | 4%[1.9 µM]
35 | 3% | 1% | -38%[10 µM]
36 | -14% | -6% | -13%
37 | 2% | ? | -15%[10 µM]
38 | 60%[activator] | -5% | -52%[inhibitor][10 µM]
39 | -10%[14.2 µM] | . | -12%[10 µM]
40 | 9% | 3% | .
41 | -1% | -10% | 4%[10 µM]
42 | 9% | ? | -38%[inhibitor]
43 | -30% | 5% | .
44 | 1% | -9% | 5%[0.074 µM]
45 | -5% | -12% | 23%[10 µM]

Later entries.
no. | structure | IMPase Li cell | GAA glycogen mod | aGlu spleen mod | HttQ103 aggreg
46 | CCOC(=O)C1=C(O)/C(=C/c2cc(OC)c(OC)c(OC)c2)SC1=Nc1ccc(OC)cc1 | -30%[38.3 µM] | 9% | 2% | -4%
47 | Cc1nn(-c2ccccc2)c(-n2cccc2)c1C(=O)O | -6% | 7% | -12% | 17%
48 | O=C(COc1ccccc1C(=O)c1cnn(-c2ccccc2)c1)Nc1ccc2ccccc2c1 | 1% | -9% | 4% | 4%
49 | Cc1ccc(/C=N/N2CCN(Cc3ccccc3)CC2)s1 | 11%[38.3 µM] | -27% | -4% | 16%
50 | CN(CCC#N)C(=O)COC(=O)c1cccnc1Nc1ccccc1F | 8% | 0% | 6% | 6%
51 | Cc1c(C(=O)OCC(C)(C)CN(C)C)oc2ccccc12 | 13%[38.3 µM] | -13% | -1% | -17%
52 | COc1cccc(CNC(=O)Cc2c(C(=O)O)[nH]c3ccccc23)c1 | 34%[38.3 µM] | 0% | 0% | 4%
53 | CC1(C)CSC(=S)N1S(=O)(=O)c1ccccc1 | 3%[38.3 µM] | -1% | -10% | 14%
54 | COc1ccc(/C=C/C(=O)c2cc(Br)ccc2O)cc1OC | 9% | -7% | 4% | 26%[9.22 µM]
55 | Cc1nn(CC#N)c(=O)n1-c1ccc(F)cc1 | 29%[38.3 µM] | -2% | 3% | 4%
56 | N#Cc1c(N)nc2c(c1-c1ccccc1)CCC2 | 7% | 21% | 11% | .

no. | GoLoco inh red | GAA inh | HTT ATP protect
46 | -11% | -6%[15.4 µM] | ?
47 | 2% | -3% | .
48 | -3% | 0% | 13%[10 µM]
49 | 4% | 1% | -7%
50 | 8% | -3% | 4%[10 µM]
51 | 1% | -3% | -1%[10 µM]
52 | 15% | -10% | -8%
53 | 1% | 6% | 3%
54 | 6% | 2% | 5%
55 | -1% | -1% | -2%
56 | 32%[activator] | ? | .
